Screening data (PubChem)
Xi reactivation – reactivates the inactive X chromosome in mouse fibroblasts | XiGFP mouse fibroblasts, % GFP-positive cells imaging, 3 d; cells co-treated with 5-aza-dC sensitizer; scaled so ellipticine positive control = 100% | activation, % at 7.58 µM | hit rate 0.055% among 360,000 | AID 743238;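 active = mean normalized replicate activation at least 10% and every replicate at or above 10%; inconclusive = only one of the two criteria met; inactive = mean below 10% and not all replicates reach 10%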;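 also: 0% = median of on-plate neutral control wells and 100% = ellipticine 6 µM median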
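material = 68-5-11 XiGFP fibroblast line | medium = DMEM plus 5-aza-dC sensitizer | schedule = 3 days compound exposure | benchmarks = positive control ellipticine, 6 µM final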
INS-1E GSIS act – primary screen for activators of insulin secretion dependent on glucose, INS-1E cells, GLuc reporter luminescence; INS-1E GLuc reporter insulin secretion, 2-3 h; activation, % at 16.6 µM; hit rate 0.61% among 370,000;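 active = lowest replicate activation of at least 40%, so every replicate reaches that level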;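 also: 0% = median of neutral control wells and 100% = median of IBMX positive control wells; some compounds called inactive have numbers as strong as hits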
RAD52 inh – inhibitors of human RAD52 DNA annealing | recombinant RAD52 DNA annealing, FRET fluorescence | hit rate 0.46% among 360,000 | inhibition, % at 18.7 µM;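 active = every replicate showing at least 50% inhibition; inconclusive = mean inhibition at least 50% but not in every replicate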
esBAF inh – SWI/SNF esBAF complex inhibition. mouse ES cells, Bmi1-luciferase knock-in reporter, 24 h; 100% = twice the neutral-well signal. AID 602393. hit rate 2% among 350,000. reporter increase, % at 12.5 µM; in the data active = activation above about 40%; inconclusive = no clear call, values can overlap the other calls;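 also: 0% = median of the plate's neutral control wells and 100% = double that signal; a rise in the Bmi1 reporter signal indicates esBAF inhibition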
F508del corr – CFTR F508del correction in bronchial cells; CFBE cells, YFP halide quenching; stimulated with forskolin plus potentiator P3; % fluorescence drop versus neutral controls; activity (quench increase), % at 7.58 µM; hit rate 0.36% among 350,000; AID 720511;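 active = mean added fluorescence quench of at least 8% versus neutral control, with both replicates also reaching 8%; inconclusive = only one of the mean or replicate conditions met; inactive = mean below 8% and not both replicates reaching 8%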;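 also: cells transiently co-express mutant CFTR-F508del with the halide-sensitive YFP; corrector assay measuring rescue of mutant channel to the surface after 24 h compound exposure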
RAD54 branch – blocks human RAD54 Holliday junction branch migration; Q92698; AID 602329; FAM/BHQ fluorescence; inhibition, % at 10.4 µM; hit rate 0.14% among 360,000;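 active = mean normalized replicate activity at least 40 and at least half of replicates scoring 40 or more; inconclusive = only one of the two criteria met; inactive = mean below 40 and under half of replicates reaching 40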;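 also: 0% = median of neutral control wells and 100% = median of positive control wells; inhibitors cause a drop in the FAM fluorescence signal; in these data hits start at about 50%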
Target sequence (Q92698 whole entry, looked up): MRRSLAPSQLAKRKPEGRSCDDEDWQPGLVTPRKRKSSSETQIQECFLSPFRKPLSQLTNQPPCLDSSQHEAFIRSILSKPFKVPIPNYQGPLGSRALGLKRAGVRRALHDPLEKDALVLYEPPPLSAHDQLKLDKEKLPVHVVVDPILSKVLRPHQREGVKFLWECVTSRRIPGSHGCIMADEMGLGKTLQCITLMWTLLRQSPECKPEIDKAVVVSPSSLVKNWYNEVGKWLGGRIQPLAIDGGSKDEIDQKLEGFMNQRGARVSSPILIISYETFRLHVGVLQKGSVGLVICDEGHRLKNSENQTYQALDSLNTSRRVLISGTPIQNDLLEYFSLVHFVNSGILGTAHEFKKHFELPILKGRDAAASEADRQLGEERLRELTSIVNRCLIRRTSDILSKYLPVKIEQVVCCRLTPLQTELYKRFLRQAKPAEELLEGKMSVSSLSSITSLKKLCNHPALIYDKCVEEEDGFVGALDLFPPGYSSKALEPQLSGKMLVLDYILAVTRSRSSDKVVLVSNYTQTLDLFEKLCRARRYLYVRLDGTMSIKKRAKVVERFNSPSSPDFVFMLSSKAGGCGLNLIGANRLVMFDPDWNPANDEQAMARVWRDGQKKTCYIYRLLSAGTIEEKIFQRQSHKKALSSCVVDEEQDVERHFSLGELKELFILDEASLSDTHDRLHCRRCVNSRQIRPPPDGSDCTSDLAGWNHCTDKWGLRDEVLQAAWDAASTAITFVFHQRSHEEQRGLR
ARNT TACC3 PPI – disruptors of human ARNT/TACC3 interaction; AlphaScreen His-ARNT PAS-B/GST-TACC3 binding, luminescence; TACC3 fragment carries E629A point mutation; inhibition, % at 9.99 µM; hit rate 0.66% among 390,000;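 active = mean inhibition of replicates at least 50% and at least half of replicates each reaching 50%; inconclusive = half or more replicates reach 50% but mean below 50%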;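 also: 0% = complete ARNT plus TACC3 wells and 100% = ARNT alone without TACC3; many hits fall short of the cut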
ERAP1 inh – inhibitors of human ERAP1 aminopeptidase. hit rate 0.15% among 340,000. inhibition, % at 10.7 µM. Q9NZ08. recombinant ERAP1, Leu-AMC fluorescence, 60 min;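 active = mean replicate inhibition of at least 30%, or all replicates individually reaching that 30% level; inactive = mean below 30% and not every replicate reaching it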;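 also: 0% = neutral control wells and 100% = L-leucinethiol positive control wells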
The depositor's hits bear a star; ? = inconclusive; · = no result given.

SMILES	Xi reactivation	INS-1E GSIS act	RAD52 inh	esBAF inh	F508del corr	RAD54 branch	ARNT TACC3 PPI	ERAP1 inh
O=C(C1CCN(Cc2cccs2)CC1)N1CCN(Cc2ccc3c(c2)OCO3)CC1	0.0	0	10	·	-3.9	·	-6	-1
COc1ccccc1NC(=S)N(CCCN1CCOCC1)Cc1cn(C)c2ccccc12	0.1	-3	0	·	-0.1	·	-15	0
CC(C)Cc1c(O)nc(SCC(=O)Nc2ccc3c(c2)CCC3)[nH]c1=O	·	-11	-10	·	2.3	·	-1	2
CN(n1cnc2ccccc2c1=O)S(C)(=O)=O	0.0	0	-14	0	-0.2	1	·	·
CC(=O)N(C)C[C@@H]1Oc2cc(C#CCC3CCCC3)ccc2S(=O)(=O)N([C@@H](C)CO)C[C@H]1C	-1.1	-3	7	1	-3.1	6	18	2
Cc1ccc(OCCOCCOc2ccc(Br)cc2/C=N\NC(=O)c2ccncc2)cc1	-0.1	10	·	·	·	-6	-2	·
Cc1ccc(NC(=O)C(=O)NCCOc2ccccc2Cl)cc1	0.1	56	-2	-1	·	-14	-4	0
Cc1ccc(OC(=O)N(C)C[C@@H]2OCc3cn(nn3)CCCC(=O)N([C@H](C)CO)C[C@@H]2C)cc1	0.0	8	·	3	0.4	·	·	·
Cc1ccc(N=C2S/C(=C/c3cccc(OCC(=O)O)c3)C(=O)N2C)cc1C	0.3	-5	-8	2	0.0	-9	19	2
CC(=O)Nc1ccc(N(C(=O)CNC(=O)c2ccco2)C(C(=O)NCC2CCCO2)c2ccccc2)cc1 (centres undefined)	-1.0	1	-6	·	-1.2	·	-6	1
Cc1csc(NC(=O)CSc2nnc(NC(=O)NC(C)(C)C)s2)n1	0.0	7	-6	35	-0.2	-5	·	-1
CC(C)C(=O)c1c(C(C)C)nn2ccccc12	0.0	31	6	-10	4.7	-1	-4	-2
O=C(NCc1ccc(C(F)(F)F)cc1)C1CC(c2ccccc2C(F)(F)F)=NO1 (centres undefined)	0.2	-22	-13	6	-1.2	-2	-9	-2
COc1cccc(-c2nc(CS(=O)(=O)CC(=O)N3CCN(C)CC3)c(C)o2)c1	0.1	7	-5	-8	-1.3	-10	-3	10
O=C(NC1CCCCC1)C1CCC(CNS(=O)(=O)c2ccccc2)CC1 (centres undefined)	0.1	9	-10	-3	-1.1	-6	-6	0
COc1ccc(CNC(=O)C[C@H]2C=C[C@@H](NC(=O)Nc3ccc4c(c3)OCO4)[C@@H](CO)O2)cc1	0.0	7	8	·	1.4	·	·	0
O=C(NCCc1cccc(F)c1)C1CCN(S(=O)(=O)c2ccc(F)cc2)CC1	0.0	20	3	-5	-1.6	4	-5	2
COc1ccc(CC(=O)Nc2nnc(SCC(=O)NCc3ccco3)s2)cc1OC	-0.1	20	-14	·	-3.0	·	-3	8
COc1ccc(S(=O)(=O)Nc2cccc3c2O[C@@H](CN(C)CC2CCCCC2)[C@H](C)CN([C@@H](C)CO)C3=O)cc1	0.2	-1	-13	1	0.2	9	·	-2
Cc1cc(C)cc(C(=O)NCC(=O)OCc2nc(N)nc(Nc3ccccc3C)n2)c1	-0.1	-1	-8	10	2.1	-10	3	-4
COc1ccc(CN2C(=O)c3ccccc3C2c2nnnn2C(C)C)cc1 (centres undefined)	0.1	12	-24	·	-0.4	·	·	·
O=c1cc(CSc2nnc(Nc3ccccc3F)s2)nc2sccn12	0.2	17	-12	·	-1.5	·	-4	5
O=C(Nc1ccc(NS(=O)(=O)c2ccccc2)cc1)c1cccnc1	0.0	-4	-11	-3	-1.8	1	-33	-5
O=[N+]([O-])c1ccc(N2CCCCC2)s1	0.1	-2	-58	7	-2.4	-13	·	-1
COc1ccc(C(=O)NC2CCCCC2)cc1S(=O)(=O)N1CCOCC1	0.2	51	2	-3	0.7	-1	-7	-1
C[C@@H]1CN([C@@H](C)CO)C(=O)Cc2cc(NC(=O)CCC(F)(F)F)ccc2O[C@H]1CN(C)S(C)(=O)=O	0.3	8	3	-4	-2.4	-10	-10	5
Cc1ccc(C(=O)NCCCNC(=O)COc2ccc(C)c(C)c2)cn1	0.1	2	-11	-6	3.3	10	2	-3
CO[C@@H]1CN(C)C(=O)c2cc(NS(=O)(=O)c3cn(C)cn3)ccc2OC[C@@H](C)N(CC2CC2)C[C@H]1C	0.6	14	2	-5	-0.4	9	0	0
C/C(=C\[C@@H](NP(=O)(c1ccccc1)c1ccccc1)c1ccccc1)CO[Si](c1ccccc1)(c1ccccc1)C(C)(C)C	0.1	·	-51	-10	0.1	7	·	-2
C/C=C/c1ccc2c(c1)O[C@@H](CN(C)C(=O)CC1CC1)[C@H](C)CN([C@H](C)CO)S2(=O)=O	0.0	21	3	1	3.0	3	-7	3
Cc1ccc(NC(=O)CCCc2nc3ccccc3s2)c(O)c1	0.0	·	-12	0	-0.5	-7	-1	2
COc1cccc(NCc2cc(=O)oc3cc(C)c(O)cc23)c1	0.1	3	-2	16	2.2	-9	-3	-1
O=C1CC(c2ccco2)CC(O)=C1C=Nc1ccccc1-c1ccccc1 (centres undefined)	0.0	20	-28	5	0.1	-1	-2	2
CC1=C(C(=O)N2CCCCCC2)CC(CC(=O)NCCCN(C)C)C(=O)N1CCCN1CCCC1=O (centres undefined)	0.3	7	-6	·	-1.3	·	·	2
CCC(=O)c1ccc(N2CCN(C(=O)c3cc([N+](=O)[O-])ccc3F)CC2)c(F)c1	0.3	-6	1	5	0.3	6	1	3
S=c1[nH]nc(C(c2ccccc2)C2CCCCC2)o1 (centres undefined)	0.0	35	-3	·	6.7	·	-15	-1

Molecules listed so far that have two or more sulfur atoms, in the order listed:
SMILES	Xi reactivation	INS-1E GSIS act	RAD52 inh	esBAF inh	F508del corr	RAD54 branch	ARNT TACC3 PPI	ERAP1 inh
Cc1csc(NC(=O)CSc2nnc(NC(=O)NC(C)(C)C)s2)n1	0.0	7	-6	35	-0.2	-5	·	-1
COc1ccc(CC(=O)Nc2nnc(SCC(=O)NCc3ccco3)s2)cc1OC	-0.1	20	-14	·	-3.0	·	-3	8
O=c1cc(CSc2nnc(Nc3ccccc3F)s2)nc2sccn12	0.2	17	-12	·	-1.5	·	-4	5

Following part
SMILES	Xi reactivation	INS-1E GSIS act	RAD52 inh	esBAF inh	F508del corr	RAD54 branch	ARNT TACC3 PPI	ERAP1 inh
CS(=O)(=O)c1ccc(C(=O)OCC(=O)NC2CCS(=O)(=O)C2)cc1[N+](=O)[O-] (centres undefined)	0.1	7	-6	4	-2.1	4	-3	-2
COC(C/C=C\[C@H](O)[C@@H](C)OCc1ccccc1)OC	-0.3	-1	1	·	2.3	-15	-6	-3
CCOC(=O)C(C)Oc1c(C(=O)OC)sc2ncccc12 (centres undefined)	-0.1	21	0	·	-1.4	·	-6	1
C[C@@H]1CN([C@H](C)CO)C(=O)c2cc(NS(=O)(=O)c3cn(C)cn3)ccc2O[C@@H](C)CCCCO[C@@H]1CN(C)Cc1ccc(C(F)(F)F)cc1	-1.0	-7	-6	-6	-0.4	1	4	2
COCc1c(C(=O)N/N=C(\C)c2ccncc2)nnn1-c1nonc1N	0.0	5	-18	1	1.2	-4	-8	1
COCC(=O)N1C[C@H]2CON(C)[C@H]2C[C@H]1c1cccc(-c2ccc(C#N)cc2)c1	·	6	-8	-2	-1.8	-2	-4	-3
CCCc1[nH]nc2c1C1(C(=O)N(C(C)C)c3ccccc31)C(C#N)=C(N)O2 (centres undefined)	·	-2	-5	-3	0.1	-10	-1	0
O=C(C[C@@H]1CC[C@H]2[C@@H](COC[C@@H](O)CN2C(=O)c2cccnc2)O1)NCC1CC1	0.2	9	·	-4	0.0	-9	2	·
CN(C)CC(=O)N1CCCCN2[C@H](CO)[C@H](c3ccc(-c4cccnc4)cc3)[C@@H]2C1	0.3	5	1	·	1.0	9	2	1
Cc1noc(C)c1S(=O)(=O)Nc1ccc2c(c1)CC(=O)N([C@H](C)CO)C[C@H](C)[C@H](CN(C)Cc1ccc(-c3ccccc3)cc1)O2	-0.8	-21	21	-1	0.1	·	·	4
S=c1[nH]nc(-c2ccc(Cl)cc2)n1CCCN1CCOCC1	-0.1	-16	0	·	0.6	·	0	-2
CCCN(Cc1ccco1)S(=O)(=O)c1ccc(OC)c(OC)c1	0.7	5	-11	-3	0.8	·	1	3
COc1ccc(OC)c(NC(=O)C2CC(=O)N(CCc3ccccc3)C2)c1 (centres undefined)	0.4	-15	-12	7	-1.8	1	-2	1
O=S(=O)(c1ccc(F)cc1)N1CC[C@@H]2[C@H]1c1cc(-c3ccc(F)cc3)ccc1N[C@@H]2CO	0.0	-6	·	4	-0.6	10	4	·
O=C(Nc1ccc(N2CCCC2)cc1)c1ccc([N+](=O)[O-])cc1Cl	0.0	0	-7	·	-2.3	·	·	-1
COc1ccc(N2CCN(CCNC(=O)Nc3ccc(C)c(Cl)c3)CC2)cc1	0.0	-56	-5	5	-0.7	-14	2	-1
C#CCN1C=CC(=O)[C@@H](OC(=O)Nc2ccc(C)cc2)[C@H]1c1ccccc1Br	0.0	-25	-6	-3	2.4	-7	·	·
N#CCCSCc1ccc2oc(C(=O)O)cc2c1	·	44	-17	-1	-3.1	12	·	-5
CCCNC(=O)Nc1ccc2c(c1)C(=O)N(C)C[C@@H](OC)[C@@H](C)CN(Cc1cncnc1)[C@H](C)CO2	0.2	3	6	5	0.3	-2	2	-2
CCN(CC)CCn1c2c(c(SCC(=O)Nc3ccc(C(C)C)cc3)nc1=O)CCCC2	0.6	-3	-12	-1	1.1	8	36	-2
CC1=C(C(=O)N2CCCCCC2)CC(CC(=O)NCCc2ccccn2)C(=O)N1CCC1=CCCCC1 (centres undefined)	-0.1	-17	-25	·	3.8	·	·	1
O=C(/C=C/c1ccccc1[N+](=O)[O-])NCCN1C(=O)S/C(=C\c2ccc(F)cc2)C1=O	-0.1	5	-31	?	2.0	4	-1	-1
O=C(NC1CCC1)[C@@H]1[C@@H](CO)[C@@H]2Cn3c(ccc(C4=CCCC4)c3=O)[C@H]1N2CC1CC1	0.3	2	-18	-1	-1.9	4	-9	1
Cc1cccc(CC(=O)N2CCOCC2)c1	0.0	7	1	3	-2.2	0	-14	-3
COc1ccc(NC(=O)c2ccccc2OCc2ccc(F)cc2)c(OC)c1	0.1	-34	-13	22	1.5	-1	-4	2
COC(=O)c1ccccc1NC(=O)C1=CC(c2cccs2)=NS(=O)(=O)N1C	0.4	·	11	-10	2.2	-2	0	-5
Cc1ccc(-n2ncc3c(N4CCN(c5ccc(F)cc5)CC4)ncnc32)c(C)c1	·	8	·	-10	·	-11	3	·
COC(=O)N1C[C@H](OCc2cn(-c3ccc(OC)cc3)nn2)[C@H]2C[C@@H]1c1ccccc1O2	0.8	-11	-4	·	-0.8	·	·	1
COc1ccc(N(C(=O)c2cccnc2)S(=O)(=O)c2ccccc2)cc1	0.2	-1	-10	-2	-1.2	-2	-2	-2
C=Cc1ccc(Cn2c(C)c(C(=O)NCc3ccc(C#N)cc3)sc2=O)cc1	0.1	4	-30	10	1.2	4	·	·
COc1ccc(CN(C)C[C@H]2Oc3ccc(NS(=O)(=O)c4ccc(OC)cc4)cc3CC(=O)N([C@@H](C)CO)C[C@@H]2C)cc1	0.0	-16	-2	6	0.6	0	2	-2
CC(=O)c1cc(C(C)=O)c(C)nc1C	0.0	12	-14	-3	0.4	2	-10	-1
